# Assay outcomes from PubChem.
# M4 ag: agonists of human muscarinic M4 receptor (CHRM4). P08173. CHO-K1 hM4/Gqi5, Fluo-8 calcium fluorescence; vehicle 0%, full acetylcholine response 100%. activation, % at 3 µM. hit rate 0.14% among 360,000. AID 624127;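 active = activation above the run mean over all test wells plus 3 SD, cut at about 32% in these data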;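 note: peak over basal fluorescence ratio per well then scaled between controls; 0% = DMSO wells and 100% = acetylcholine at EC100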
# Target sequence (P08173 whole entry, looked up): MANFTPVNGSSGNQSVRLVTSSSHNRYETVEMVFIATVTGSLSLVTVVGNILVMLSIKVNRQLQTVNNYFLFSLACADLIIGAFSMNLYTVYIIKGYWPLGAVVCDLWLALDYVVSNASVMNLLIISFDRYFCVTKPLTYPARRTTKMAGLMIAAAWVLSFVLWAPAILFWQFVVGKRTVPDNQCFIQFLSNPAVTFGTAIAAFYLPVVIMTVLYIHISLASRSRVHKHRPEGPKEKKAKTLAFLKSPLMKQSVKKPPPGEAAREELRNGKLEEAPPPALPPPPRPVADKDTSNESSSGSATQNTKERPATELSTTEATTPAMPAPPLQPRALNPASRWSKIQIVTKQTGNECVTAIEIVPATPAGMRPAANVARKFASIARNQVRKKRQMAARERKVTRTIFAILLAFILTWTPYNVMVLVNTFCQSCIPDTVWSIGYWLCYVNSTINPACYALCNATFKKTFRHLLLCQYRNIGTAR
# M4 antag: blocks acetylcholine activation of human M4 receptor. AID 624125. CHO-hM4 cells, ACh EC80, Fluo-8 calcium fluorescence. inhibition, % at 3 µM. hit rate 0.73% among 360,000;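 active = inhibition above its plate's cutoff, the mean inhibition of sample wells plus 3 SD, cut at about 27% in these data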;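 note: 0% = acetylcholine EC80 with DMSO and 100% = DMSO without agonist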
# CHO-K1 Ca PAM: nonselective activator or artifact in parental CHO-K1 calcium assay | AID 602247 | ATP EC20, Fluo-8 calcium fluorescence; 0% at ATP EC20, 100% at ATP max | hit rate 0.02% among 360,000 | activation, % at 3 µM;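 active = activation above the run cutoff, the mean activation of all test compounds plus 3 SD, cut at about 40% in these data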;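 note: peak over basal fluorescence ratio in a 140 s read after ATP addition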
# CHO-K1 Ca antag: M1 antagonist counterscreen hit in parental CHO-K1 cells; AID 602250; hit rate 0.6% among 360,000; ATP-induced calcium, Fluo-8 fluorescence; inhibition, % at 3 µM;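 active = inhibition above a per-plate cutoff, the plate's mean sample inhibition plus 3 SD, cut at about 24% in these data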;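 note: 0% = DMSO plus EC80 ATP and 100% = DMSO alone without ATP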
# CHRM5 PAM: positive allosteric modulators of human muscarinic M5 receptor; CHO-K1 hM5, Fluo-8 calcium, ACh EC20 PAM; 0% = ACh EC20, 100% = ACh EC100; activation, % at 3 µM; hit rate 0.3% among 360,000;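 active = activation above the run cutoff, the mean activation of all test compounds plus 3 SD, cut at about 18% in these data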
# Target sequence (P08912 whole entry, looked up): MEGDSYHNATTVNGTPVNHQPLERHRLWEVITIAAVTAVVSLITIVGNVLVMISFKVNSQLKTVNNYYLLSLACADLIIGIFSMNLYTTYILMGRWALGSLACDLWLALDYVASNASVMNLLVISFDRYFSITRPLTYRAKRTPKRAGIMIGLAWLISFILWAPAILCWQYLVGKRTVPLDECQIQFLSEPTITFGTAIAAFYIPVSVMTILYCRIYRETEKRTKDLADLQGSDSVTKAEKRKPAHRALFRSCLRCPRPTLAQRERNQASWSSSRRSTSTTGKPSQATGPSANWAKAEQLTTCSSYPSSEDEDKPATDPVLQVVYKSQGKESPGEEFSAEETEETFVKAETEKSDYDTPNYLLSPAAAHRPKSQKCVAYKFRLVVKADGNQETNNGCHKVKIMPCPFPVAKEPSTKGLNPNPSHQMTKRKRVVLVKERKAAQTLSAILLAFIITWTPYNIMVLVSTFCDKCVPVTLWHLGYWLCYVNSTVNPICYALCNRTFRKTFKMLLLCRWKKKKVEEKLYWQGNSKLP
#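 system = human M5 receptor in CHO-K1 cells | reagent = EC20 acetylcholine as agonist stimulus | compound dosing = single-point, 3 µM nominal | incubation = Fluo-8 loading 80 min at 37 °C plus 30 min room temperature | detection = Fluo-8 calcium dye fluorescence, kinetic read | benchmarks = low control EC20 acetylcholine (0%), high control EC100 acetylcholine (100%)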
# CHRM5 agonist: CHRM5 agonism in calcium assay. activation, % at 3 µM. AID 624037. CHO-K1 hM5 cells, Fluo-8 calcium fluorescence; 0% DMSO wells, 100% maximal acetylcholine response. hit rate 0.19% among 360,000;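 active = activation above the run's mean over test compounds plus 3 SD, cut at about 23% in these data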;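 note: signal is peak over basal fluorescence ratio across the kinetic read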
# M4 PAM: potentiates acetylcholine response at human M4 receptor. activation, % at 3 µM. P08173. hit rate 0.4% among 360,000. CHO-K1 hM4/Gqi5, Fluo-8 calcium fluorescence, ACh EC20; 0% = ACh EC20, 100% = maximal ACh;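 active = activation above its plate's cutoff, the mean activation of sample wells plus 3 SD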; note: some results filed as inactive read as strong as hits
# M5 antag: antagonists of human muscarinic M5 receptor (CHRM5); P08912; CHO-hM5 cells, Fluo-8 calcium fluorescence, ACh EC80; inhibition, % at 3 µM; hit rate 0.59% among 360,000;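 active = inhibition above a per-plate cutoff, the mean of that plate's test compounds plus 3 SD, cut at about 27% in these data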;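 note: 0% = acetylcholine EC80 with DMSO and 100% = DMSO without agonist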
# CHO-K1 Ca ag: M1 agonist counterscreen hit in parental CHO-K1 cells; Fluo-8 calcium fluorescence; scaled to maximal ATP response, vehicle zero; activation, % at 3 µM; hit rate 0.48% among 360,000; AID 602248; in the data active = activation above about 15%;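 note: untransfected CHO-K1 host cells lacking M1 receptor as counterscreen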
# Numbers without * were called inactive.
# The opening four compounds, to show the layout:
# Every second line gives: CHO-K1 Ca ag	M5 antag	M4 PAM	CHO-K1 Ca antag	M4 antag	CHO-K1 Ca PAM	CHRM5 agonist	CHRM5 PAM	M4 ag
> COc1ccccc1CCC(=O)N1CCN(S(=O)(=O)c2cc(C(F)(F)F)ccc2Cl)CC1
    0.6	5	5	-16	0	-2	5	3	3
> O=C(CCc1nc2ccccc2c(=O)[nH]1)N1CCN(S(=O)(=O)c2ccc(Cl)c(C(F)(F)F)c2)CC1
    -0.1	11	0	13	-8	-26	1	-6	0
> Cc1cc(NC(=O)c2cc(-c3ccccc3)on2)no1
    0.5	-10	-7	-12	3	16	-9	5	0
> CCOc1ccccc1N1CCN(Cc2ccc(OC)c(OC)c2)CC1
    -0.2	2	0	-12	2	5	-8	-6	1

# All compounds of this part, from the start:
# Every second line gives: CHO-K1 Ca ag	M5 antag	M4 PAM	CHO-K1 Ca antag	M4 antag	CHO-K1 Ca PAM	CHRM5 agonist	CHRM5 PAM	M4 ag
> COc1ccccc1CCC(=O)N1CCN(S(=O)(=O)c2cc(C(F)(F)F)ccc2Cl)CC1
    0.6	5	5	-16	0	-2	5	3	3
> O=C(CCc1nc2ccccc2c(=O)[nH]1)N1CCN(S(=O)(=O)c2ccc(Cl)c(C(F)(F)F)c2)CC1
    -0.1	11	0	13	-8	-26	1	-6	0
> Cc1cc(NC(=O)c2cc(-c3ccccc3)on2)no1
    0.5	-10	-7	-12	3	16	-9	5	0
> CCOc1ccccc1N1CCN(Cc2ccc(OC)c(OC)c2)CC1
    -0.2	2	0	-12	2	5	-8	-6	1
> COc1ccc(CNC(=O)COC(=O)CC(NC(N)=O)c2ccc(Cl)cc2)cc1OC (stereo unspecified)
    0.8	7	-1	-15	2	8	1	5	1
> O=C(OCc1ccc(Br)cc1)c1cccnc1Cl
    3.4	1	-1	-16	0	9	-3	-3	3
> COc1ccc(CCNC(=O)C(=O)N/N=C/c2cccs2)cc1OC
    7.7	-7	-2	-16	2	5	1	3	1
> COc1ccccc1C(=O)NC(=O)CSc1nnc(SC)s1
    1.3	-4	11	6	-4	1	3	7	1
> CC(=O)C1=C(O)C(=O)N(c2ccc(Br)cn2)C1c1ccccc1F (stereo unspecified)
    0.8	1	15	-5	-7	25	1	6	0
> O=C(c1cccc([N+](=O)[O-])c1)N1CCCN(C(=O)c2cccc([N+](=O)[O-])c2)CC1
    0.5	-6	-2	-12	-14	24	-2	-3	3

# An excerpt from above in order of the M4 ag value, lowest first:
Structure,M5 antag,M4 PAM,M4 antag,CHRM5 agonist,CHRM5 PAM,M4 ag
Cc1cc(NC(=O)c2cc(-c3ccccc3)on2)no1,-10,-7,3,-9,5,0
CCOc1ccccc1N1CCN(Cc2ccc(OC)c(OC)c2)CC1,2,0,2,-8,-6,1
O=C(OCc1ccc(Br)cc1)c1cccnc1Cl,1,-1,0,-3,-3,3

# (continued)
# Every second line gives: CHO-K1 Ca ag	M5 antag	M4 PAM	CHO-K1 Ca antag	M4 antag	CHO-K1 Ca PAM	CHRM5 agonist	CHRM5 PAM	M4 ag
> Cc1nn(-c2ccccc2)c(N)c1N=O
    0.8	10	-3	-9	2	15	-2	-3	0
> CC(C)(C)c1nnc(NC(=O)CN2C(=O)C3C4C=CC(C4)C3C2=O)s1 (stereo unspecified)
    0.1	-2	2	-17	-5	-6	-9	-6	1
> S=C(NCc1ccc(Cl)cc1)NCc1ccco1
    0.6	17	-2	5	5	-23	-5	-2	0
> CN(C)c1cccc(C(=O)N/N=C/c2ccsc2)c1
    1.3	-3	-1	-10	0	23	-2	1	2
> O=C(NC1CCOCC1)C1CCC(=O)N(CCc2cccc(F)c2)C1 (stereo unspecified)
    0.6	-5	1	-6	-6	13	-1	-3	1
> O=C(Nc1ccnn1C1CCN(Cc2cc3ccccc3[nH]2)CC1)C1CCOC1 (stereo unspecified)
    3.9	7	-11	-2	17	8	-5	-9	14
> CCN(CC)C(=O)Cn1cc(C(=O)C(=O)NCc2ccccn2)c2ccccc21
    0.9	14	2	-12	1	3	-5	-3	1
> N#Cc1c(-c2ccc(Cl)cc2)ccn2nc(C3CCCCC3)nc12
    0.0	3	-1	-8	-8	15	-1	-1	1
> O=C(COC(=O)c1ccc(Br)o1)Nc1ccc(Br)cc1
    0.6	-1	6	-18	-6	1	0	7	-1
> Cc1ccc(SC(C)C(=O)N2CCC(C(N)=O)CC2)cc1 (stereo unspecified)
    0.3	9	6	-11	-12	12	-1	0	1

# Shown in CSV form: entries from further up.
canonical_smiles,CHO-K1 Ca ag,M5 antag,M4 PAM,CHO-K1 Ca antag,M4 antag,CHO-K1 Ca PAM,CHRM5 agonist,CHRM5 PAM,M4 ag
S=C(NCc1ccc(Cl)cc1)NCc1ccco1,0.6,17,-2,5,5,-23,-5,-2,0
CN(C)c1cccc(C(=O)N/N=C/c2ccsc2)c1,1.3,-3,-1,-10,0,23,-2,1,2
O=C(NC1CCOCC1)C1CCC(=O)N(CCc2cccc(F)c2)C1 (stereo unspecified),0.6,-5,1,-6,-6,13,-1,-3,1
O=C(Nc1ccnn1C1CCN(Cc2cc3ccccc3[nH]2)CC1)C1CCOC1 (stereo unspecified),3.9,7,-11,-2,17,8,-5,-9,14
CCN(CC)C(=O)Cn1cc(C(=O)C(=O)NCc2ccccn2)c2ccccc21,0.9,14,2,-12,1,3,-5,-3,1

# Other structures follow:
# Every second line gives: CHO-K1 Ca ag	M5 antag	M4 PAM	CHO-K1 Ca antag	M4 antag	CHO-K1 Ca PAM	CHRM5 agonist	CHRM5 PAM	M4 ag
> CC(C)C(=O)Nc1ccc(COc2ccccc2CN(Cc2ccccc2)C(=O)OC(C)(C)C)cc1
    1.2	15	-2	-5	-5	14	1	-9	1
> COc1ccc(NS(=O)(=O)c2cccc(C(=O)NCC(c3ccc(OC)cc3)N3CCCC3)c2)cc1 (stereo unspecified)
    5.2	2	0	9	9	-2	-4	-2	4
> Cc1cscc1NC(=O)/C=C/C(=O)O
    0.7	5	-1	-8	2	21	-3	2	0
> C=CCOC1COC2C(OCC=C)COC12 (stereo unspecified)
    -0.3	5	3	-6	-2	4	1	3	1
> CCc1c(C)nc2ncnn2c1N1CCCC(C(=O)NCCc2ccccc2)C1 (stereo unspecified)
    0.2	3	15	-6	-4	12	0	1	-1
> O=C1COc2ccc(NC(=O)N3CCN(c4ccc(F)cc4)CC3)cc2N1
    2.6	9	-14	-3	12	14	-1	-9	4
> O=C(COC(=O)c1cccnc1Cl)NC1CCCc2ccccc21 (stereo unspecified)
    1.3	3	14	-7	-10	10	-2	9	3
> Cc1ccc(NC(=O)Cc2csc(-c3ccccc3)n2)cc1F
    3.4	-1	3	-3	-9	11	-4	-4	3
> Cc1ccc(-c2nc(NC(=O)CSc3nnnn3-c3ccccc3)ns2)cc1
    -0.2	0	6	0	6	11	-1	4	0
> CC(C)N(Cc1cnn(C)c1)C(=O)C1CCC(=O)N(CCc2cccc(F)c2)C1 (stereo unspecified)
    0.4	-6	15	1	-1	-10	-2	6	1
> CCCNC(=O)C1(C)CCN(C(=O)c2c(Cl)cccc2Cl)C1 (stereo unspecified)
    -0.3	9	2	-5	2	14	1	0	0
> CCOCC(=O)Nc1c(C(=O)OCC)oc2ccccc12
    0.1	1	-8	-11	6	8	1	-2	-1
> COc1cccc(O)c1CN1CCC(C(=O)Nc2ccc(Oc3cccnc3)cc2)CC1
    6.5	-8	-2	-10	-21	-4	1	0	7
> O=C(NC1CCN(C(=O)N2CCOCC2)CC1)c1ccccc1
    0.4	-2	-1	-9	8	5	-4	5	0
> COC(=O)C1=C(C)N(CCc2ccc(OC)c(OC)c2)C(=O)/C1=C\N(C)C
    0.4	7	-2	-4	6	10	1	-3	1
> O=C(COc1ccccc1)Nc1nc(-c2cccnc2)cs1
    8.5	5	-6	-8	-5	-6	4	-26	21
> COc1ccc(Cl)cc1NC(=O)Nc1ccc(Br)cn1
    -0.1	0	16	-11	-3	15	0	5	0
> CCOc1ccc(/C=N/NC(=O)C(=O)NCc2ccco2)cc1
    -0.7	-8	1	-17	-1	26	-6	1	-1
> O=C(NCCN1C(=O)S/C(=C\c2ccc(Cl)c(Cl)c2)C1=O)c1ccc2c(c1)C(=O)N(Cc1ccncc1)C2=O
    7.5	14	-18	10	17	16	5	-4	8
> Cc1ccc(NC(=O)c2ccc3c(=O)n4c(nc3c2)CCCCC4)nc1
    1.6	-1	2	-11	0	21	4	0	2
> N#C[C@H]1C(O)C(O)c2ccccc2N1C(=O)c1ccccc1 (stereo partly specified)
    0.6	-3	-2	10	0	-14	2	3	2
> CC(CCc1ccccc1)NC(=O)c1ccc(Cl)nc1 (stereo unspecified)
    0.6	0	3	-6	-6	9	-10	-9	0
> Cc1c(C(=O)NCc2ccc(C(F)(F)F)cc2)sc(=O)n1Cc1cccc(F)c1
    23*	32*	-5	16	30*	14	50*	-6	54*
> O=C(NC1CCSC1=O)c1cccc(C(=O)NC2CCSC2=O)c1 (stereo unspecified)
    0.5	-7	5	-11	-4	15	-2	5	0
> Cc1c(CCC(=O)O)c(=O)oc2cc3occ(C(C)(C)C)c3cc12
    1.5	-2	5	-4	10	11	-13	10	0
> Cc1cc(C)n(C(=O)c2ccc(C)c(S(=O)(=O)N3CCOCC3)c2)n1
    0.0	3	-1	-7	7	1	0	2	1
> CC(C)(C)c1ccc(OCCN2CCCC2)cc1
    0.4	-7	-8	-13	1	8	-6	3	3
> O=C(CCNS(=O)(=O)c1cccc2nonc12)NC1CCCCC1
    0.4	11	4	6	-2	-11	-2	-3	1
> COc1ccc(N2CCN(C(CNC(=O)C3CCCCC3)c3ccco3)CC2)cc1 (stereo unspecified)
    0.2	10	-4	-3	4	2	1	-5	0
> Cc1c(NC(=O)c2c(O)c3ccccc3n(C)c2=O)c(=O)n(-c2ccccc2)n1C
    -0.3	8	1	3	4	14	-2	-1	1
> CCOc1nc(SCCOc2ccc(C)cc2)nc(N(C)C)n1
    0.1	-11	4	-8	-3	15	-5	14	-1
> CCCCNC(=O)C[C@@H]1C[C@@]2(C(=O)OC)CCCCC=C2N(Cc2ccccc2)C1=O
    3.0	-3	-3	-11	1	7	3	-6	5
> CSc1nnc(C)c(/C=C/NOCc2ccc(Cl)cc2)n1
    -0.3	7	-1	19	11	-3	-2	0	-1
> CCc1cc2c(CN3CCN(Cc4ccccc4)CC3)cc(=O)oc2cc1O
    2.4	11	-9	-9	5	2	-8	-12	4
> O=C(c1ccccc1F)N(Cc1ccc(F)cc1)C1CCS(=O)(=O)C1 (stereo unspecified)
    0.6	-5	15	-4	1	11	0	0	1
> Cc1ccc(NC(=O)OCC(F)(F)C(F)F)cc1NC(=O)OCC(F)(F)C(F)F
    0.0	8	5	-1	-4	11	-5	-7	0
> COc1ccccc1N(CC(=O)Nc1ccc(Cc2ccncc2)cc1)S(=O)(=O)c1ccccc1
    1.9	18	-6	0	-10	-3	-3	-8	10
> Cn1ncc2c(N3CCN(c4ccccc4F)CC3)ncnc21
    2.9	-5	4	-7	3	9	5	4	6
> O=C(c1cc(-c2ccccc2O)on1)N1CCCCCC1
    1.6	14	-6	-13	10	-5	-1	-2	0
